RNase H inhibition – RNase H inhibition, HIV 1 Gag Pol polyprotein, FRET biochemical assay, screening (AID 372) | one-dose inhibition, % at 10 µM; IC50 in µM for titrated hits | HIV-1 RT RNase H, FRET RNA/DNA substrate fluorescence; higher % means a stronger effect | 100,000 compounds, 0.77% hits; in the data active = inhibition above about 50%
* = called active by the depositor. The list is partial; rates above refer to the full screens.

SMILES	RNase H inhibition
Cc1ccc(-c2cc(C(F)(F)F)n3nc(C(=O)NCc4cccnc4)cc3n2)cc1	5%
NC1=NC(=O)/C(=C/c2ccc(-c3ccccc3)o2)S1	38%
CCC(C)c1ccc(OCCOCCOc2ccc(OC)cc2)cc1 (stereo not drawn)	19%
NC(=O)C1CCN(C(=O)COc2cccc3ccccc23)CC1	2%
O=c1c2c3c(sc2nc(SCc2ccc([N+](=O)[O-])cc2)n1-c1ccccc1)CCCC3	8%
COc1cc(/C=C2/C(=O)N(c3ccccc3)N=C2C)cc(I)c1O	23%
COc1ccc(-c2nc(=NC(=O)c3ccco3)sn2-c2ccccc2)cc1	16%
CCOc1ccc(C(=O)Nc2cc(OC)ccc2OC)cc1[N+](=O)[O-]	2%
COc1ccc(/C=N/Nc2nc(N3CCCC3)nc(N3CCCC3)n2)cc1	15%
COCCOC(=O)C1=C(C)NC(=O)NC1c1cc(OC)c(OC)c(OC)c1 (stereo not drawn)	0%
CSc1ccc(S(=O)(=O)N(CC(=O)Nc2cccc(Br)c2)c2ccc(C)cc2)cc1	13%
CCOC(=O)c1c[nH]c2c(Cl)c(Cl)ccc2c1=O	6%
COc1ccc(CN2CCN(C(=O)c3ccccc3F)CC2)cc1OCc1ccccc1	18%
C/C=C/c1ccc(OCCOc2ccc(C)cc2[N+](=O)[O-])c(OC)c1	21%
N#CC1=C(N)Oc2cc(O)ccc2C1c1ccccc1 (stereo not drawn)	9%
FC(F)(F)c1cccc(N2CCC(N=CN3CCOCC3)=N2)c1	5%
CCOC(=O)C1C(=O)CC(C)(O)C(C(=O)OCC)C1c1ccc(N(CC)CC)cc1 (stereo not drawn)	9%
Cc1ccc(C(=O)NC(=S)Nc2ccc(N3CCCCC3)c(Cl)c2)cc1C	8%
CC1=C(C(=O)OC(C)C)C(c2cccc(Cl)c2Cl)C2=C(CCCC2=O)N1 (stereo not drawn)	1%
O=C(Nc1ncn[nH]1)c1ccc(F)cc1	25%
Cc1nc(N)nc(-c2ccccc2O)n1	8%
CCN(CC)S(=O)(=O)c1ccc(Cl)c(C(=O)Nc2cccc(C(=O)O)c2)c1	0%
CCOc1ccc(-n2nc3ccc(NC(=O)c4cccc(C)c4)cc3n2)cc1	11%
Cc1ccc(-c2cc(C(=O)Nc3cc(Cl)cc(Cl)c3)c3ccccc3n2)cc1	9%
COc1ccc(OC)c(/C=C2\SC(N3CCOCC3)=NC2=O)c1	23%
SMILES	RNase H inhibition
O=C(c1cc(-c2ccccc2)nc2ccccc12)N1CCN(c2ccccc2)CC1	0%
CC(C)OCP(=O)(c1ccccc1)c1ccccc1	0%
NS(=O)(=O)c1ccc(CCNS(=O)(=O)c2ccccc2[N+](=O)[O-])cc1	27%
COCCNC(=O)C(=O)NCCc1ccccc1	0%
CCOC(=O)c1cc(CC)sc1NC(=S)NC(=O)c1ccccc1	2%
Cc1ccc(-c2noc(-c3cccs3)n2)cc1	14%
COCCOC(=O)C1=C(C)NC2=C(C(=O)CC(c3ccc(Cl)cc3)C2)C1c1ccc(Br)cc1 (stereo not drawn)	20%
CC(C)(Oc1ccc(C2CCCCC2)cc1)C(=O)O	5%
O=C(N/N=C/c1cc(Br)c(O)c(Br)c1O)c1cccnc1	10%
CC1=C(C(=O)OCc2ccccc2)C(c2ccccc2Cl)C2=C(CC(C)(C)CC2=O)N1 (stereo not drawn)	11%
O=C(NC(=S)Nc1ccc2oc(-c3ccccc3Br)nc2c1)c1ccccc1F	3%
O=S(=O)(Nc1ccccc1)c1cc(S(=O)(=O)Nc2ccccc2)c2cc(O)ccc2c1	25%
CS(=O)(=O)N(CC(=O)Nc1ccc(Br)cc1)c1ccc(Cl)c(C(F)(F)F)c1	10%
O=C(NN=C1c2ccccc2-c2ccccc21)c1ccc(Br)cc1	0%
CCC(=O)Nc1cccc(Oc2ccc3c(c2)C(=O)N(c2ccc(OC)cc2)C3=O)c1	2%
O=C(/C=C/Nc1ccccc1[N+](=O)[O-])c1ccc(Br)cc1	14%
COc1ccc(C(=O)CC(c2ccccc2)C2CCCCC2=O)cc1 (stereo not drawn)	3%
CC(C)(C(=O)O)c1ccc([N+](=O)[O-])cc1	2%
COc1cc2c(cc1OC)CN(CC1CCCCC1)CC2	6%
Cc1ccc(OCC(=O)Nc2ccc(C)cc2[N+](=O)[O-])cc1	3%
O=c1c2cnn(-c3ccccc3)c2nc(-c2ccccc2)n1-c1ccc(Br)cc1	6%
COc1ccc(-n2c(SCCc3ccccc3)nc3c(c2=O)C2(CCCCC2)Cc2ccccc2-3)cc1	19%
CN(C)c1cccc(C(=O)Nc2cc(Cl)cc(Cl)c2)c1	13%
Cc1ccc(C)c(C2=NN(c3nc(-c4cc(C)ccc4C)cs3)C(c3cccc([N+](=O)[O-])c3)C2)c1 (stereo not drawn)	2%
CCN(CC)c1ccc(NC(=O)c2cc3ccccc3o2)cc1	10%

Part of the list above, field by field.
> CN(C)c1cccc(C(=O)Nc2cc(Cl)cc(Cl)c2)c1
  RNase H inhibition: 13%
> COc1ccc(-n2c(SCCc3ccccc3)nc3c(c2=O)C2(CCCCC2)Cc2ccccc2-3)cc1
  RNase H inhibition: 19%

Following part
SMILES	RNase H inhibition
O=C(C(c1ccccc1)c1ccccc1)N1CCN(Cc2ccncc2)CC1	6%
Cc1cccc(C(=O)Nc2sc3c(c2C(=O)N2CCCC2)CCCCC3)c1	3%
COc1cc(CNc2ccc(F)c(Cl)c2)cc(OC)c1OC	6%
CC1=C(C(=O)Nc2ccccc2C)C(c2ccc(Cl)cc2)C2=C(CCCC2=O)N1 (stereo not drawn)	5%
COc1cc(/C=N/NC(=O)c2ccoc2C)cc(OC)c1OC	7%
O=C1CC(N2CCOCC2)C(=O)N1c1ccc(F)cc1 (stereo not drawn)	12%
Cc1ccc(-c2cc(C(=O)N/N=C/c3ccc(Br)cc3)[nH]n2)cc1	15%
COc1ccc(NC(=O)c2ccccc2NC(=O)c2ccco2)cc1	8%
COc1cccc(NC(=S)NC(NC(=O)c2ccccc2)C(Cl)(Cl)Cl)c1 (stereo not drawn)	16%
CC(C)C1=CC23CCC4C(C)(C(=O)O)CCCC4(C)C2CC1C1C(=O)N(c2cccc(C(=O)O)c2)C(=O)C13 (stereo not drawn)	11%
CCCc1noc(-c2ccccc2Cl)n1	0%
O=C(NC(=S)Nc1ccc2oc(-c3ccccc3Br)nc2c1)c1ccccc1Cl	4%
COc1cc(/C=C2/NC(=S)NC2=O)cc(Cl)c1OC(C)C	13%
CCOc1ccccc1N1COc2ccc3ccccc3c2C1	14%
CCN(CC)C1=NS(=O)(=O)c2ccccc21	3%
CCc1ccc(-c2c3c(c(-c4ccccc4)n2-c2ccc(OC)cc2)C(=O)c2ccccc2C3=O)cc1	19%
CCN(CC)c1ccc(NC(=O)c2cccs2)cc1	10%
O=C(CN1C(=O)/C(=C/c2cccc(Br)c2)SC1=S)NC1=NCCS1	30%
Clc1ccc(-c2ccc(C=Nc3ccc4oc(-c5ccccc5)nc4c3)o2)cc1	0%
O=C(COc1ccc(C=C2C(=O)NC(=O)NC2=O)cc1)NCCc1ccccc1	5%
COc1ccc(OCCCOc2ccc(Br)cc2Cl)cc1	15%
Cc1ccc(NC(=O)CCC(=O)O)c(C(=O)c2ccccc2)c1	0%
COc1ccc(C(=O)NC(=S)Nc2ccc(C)c(C)c2)cc1[N+](=O)[O-]	17%
COc1ccc(OC)c(N2C(=O)C3C4C=CC(C4)C3C2=O)c1 (stereo not drawn)	0%
C=CCOc1ccc(/C=C/C(=O)c2ccc(C)cc2)cc1OC	5%
SMILES	RNase H inhibition
Cc1ccc(-c2oc3ccccc3c(=O)c2O)cc1	3%
O=C(Nc1ccc(F)cc1F)c1cccs1	4%
Cc1ccc(C(=O)Nc2ccc(C(=O)/C=C/c3cccnc3)cc2)cc1	3%
COc1ccc(CC(=O)N2CCN(c3ccccn3)CC2)cc1OC	11%
CCOC(=O)CSc1nc2sc3c(c2c(=O)n1-c1ccccc1)CCCCC3	12%
COc1ccc(C(=O)CSc2nnc(-c3ccccc3)n2-c2ccc(OC)cc2)cc1	25%
COc1ccc(/C=N/NC(=O)c2ccc(N3Cc4ccccc4C3)cc2)cc1	11%
CCc1c(C)sc(NC(=O)c2cccc(Br)c2)c1C(=O)OC	16%
N#Cc1c2c(c(N3CCN(Cc4ccccc4)CC3)n3c1nc1ccccc13)CCC2	15%
COc1ccc(C(=O)Nc2cc(C)cc(C)n2)cc1OC	0%
O=C(c1ccccc1)c1ccc(N2CCOCC2)c(F)c1	0%
CC(=O)c1cccc(-c2ccc(/C=C3\C(=O)N(c4cccc(C(=O)O)c4)N=C3C)o2)c1	21%
O=C1CCCC(O)=C1C=Nc1ccccc1O	6%
Cc1ccc(/C=C2\SC(=S)N(CC(=O)Nc3ccccc3C(=O)O)C2=O)cc1	6%
CC(=O)Nc1ccc(S(=O)(=O)N2CCN=C2C)cc1	10%
Cc1cccc(-c2n[nH]c(=S)n2-c2ccccc2)c1	10%
Cc1ccc(C(=O)/C=C/Nc2ccccc2)cc1	0%
CS(=O)(=O)N(CC(=O)NCCSc1ccccn1)c1ccccc1Br	12%
COc1ccc(C=Nc2ccc(O)cc2)cc1OC	17%
O=C(c1ccccc1)N1CCN(C2CC3CCC2C3)CC1 (stereo not drawn)	0%
Cc1cc(C)cc(NC(=O)COc2cccc(C)c2)c1	3%
COc1ccc(NS(=O)(=O)c2ccc(C)c([N+](=O)[O-])c2)cc1	3%
CCOC(=O)c1cn(CC)c2cc(N(C)CCc3ccc(OC)c(OC)c3)c(F)cc2c1=O	9%
COc1ccc2ccccc2c1C=Nc1ccc(C)c(Br)c1	9%
Cc1csc2n1cc(C)[n+]2Cc1ccccc1[N+](=O)[O-]	0%
SMILES	RNase H inhibition
CCCOc1c(Br)cc(C2C3=C(CC(C)(C)CC3=O)OC3=C2C(=O)CC(C)(C)C3)cc1OC	22%
CN1CCCN(Cc2cccs2)CC1	13%
CC1CCc2cc(F)ccc2N1C(=O)c1ccc(Cl)c(Cl)c1 (stereo not drawn)	13%
Cc1ccc(C)c(N(CC(=O)Nc2c(C)n(C)n(-c3ccccc3)c2=O)S(=O)(=O)c2ccccc2)c1	3%
COCCNC(=O)c1cc2n(n1)C(C(F)(F)F)CC(c1ccc(Br)cc1)N2 (stereo not drawn)	2%
NC(=O)c1ccc(NC(=O)c2cccc(I)c2)cc1	7%
COC(=O)C1=C(C)NC(=O)NC1c1ccc(OC)c(OC)c1OC (stereo not drawn)	13%
CCC1(C(O)(C#CCN2CCCCC2)c2ccccc2)CCCC1 (stereo not drawn)	13%
CCCCCOC(=O)C1=C(C)NC2=C(C(=O)CCC2)C1c1cccc(Cl)c1 (stereo not drawn)	0%
COc1ccccc1CC(=O)n1nnc2ccccc21	5%
Cc1nc2sc3c(c2c(=O)n1-n1cccc1)CCCC3	7%
O=C(NCc1ccccn1)C1CN(S(=O)(=O)c2ccccc2)CCN1S(=O)(=O)c1ccccc1 (stereo not drawn)	0%
COC(=O)C1=C(C(=O)OC)SC(=C2C(=S)C(C)(C)N(C(=O)c3ccc(F)cc3)c3ccccc32)S1	28%
COc1ccc(OC)c(C2=C/C(=C/c3cccs3)C(=O)O2)c1	5%
Nc1nonc1C(=O)N/N=C/c1cn[nH]c1-c1ccccc1	25%
COc1ccccc1N1CCN(C(=O)c2sc3cc(C)ccc3c2Cl)CC1	18%
COc1cc(NC(=O)/C=C/c2ccc(C)cc2)c(OC)cc1Cl	0%
Cc1ccccc1NCC(=O)N/N=C\c1cc(Cl)ccc1O	19%
O=C(c1ccc(Cl)cc1)N1CCN(c2ccc([N+](=O)[O-])c(N3CCOCC3)c2)CC1	9%
CCN(CC)c1ccc(N=Cc2cccc(C)c2)cc1	10%
COc1ccc(/C=C2\C(=O)NC(=S)N(c3ccc(Br)cc3)C2=O)c2ccccc12	30%
CCC(=O)Nc1nc2c(s1)CCCC2	7%
CCc1ccccc1NC(=O)c1c(NC(=O)c2ccccc2)sc2c1CCC2	15%
CSc1ccc(/C=N/NC(=O)c2cc(-c3ccccc3)n[nH]2)cc1	21%
Cc1cccc(N2C(=O)/C(=C/c3cc(C)n(C)c3C)C(=O)NC2=S)c1C	0%
SMILES	RNase H inhibition
Cc1ccc(C)c(NC(=O)C2CC(=O)N(c3ccc(Br)cc3)C2)c1 (stereo not drawn)	6%
CC1=C(C(=O)OCCOc2ccccc2)C(c2ccc(Cl)c(Cl)c2)NC(=O)N1 (stereo not drawn)	40%
Cc1cc(=O)oc2cc(OCC(=O)OC(C)C)ccc12	0%
CN1CCN(Cn2c(O)c(N=NC(=O)COc3ccc(Cl)cc3)c3ccccc32)CC1	0%
CCOc1ccccc1Nc1nc(-c2ccncc2)cs1	20%
O=C(O)Cn1cc(/C=C2\SC(=O)N(c3ccccc3)C2=O)c2ccccc21	1%
CCc1cccc(C)c1NC(=O)COc1ccc(OC)cc1	5%
O=C(Nc1ccc(Cl)cc1)c1ccc(F)cc1	4%
CCNC(=S)N/N=C/c1cccc2ccccc12	16%

Structures shown so far that contain fluorine:
SMILES	RNase H inhibition
Cc1ccc(-c2cc(C(F)(F)F)n3nc(C(=O)NCc4cccnc4)cc3n2)cc1	5%
COc1ccc(CN2CCN(C(=O)c3ccccc3F)CC2)cc1OCc1ccccc1	18%
FC(F)(F)c1cccc(N2CCC(N=CN3CCOCC3)=N2)c1	5%
O=C(Nc1ncn[nH]1)c1ccc(F)cc1	25%
O=C(NC(=S)Nc1ccc2oc(-c3ccccc3Br)nc2c1)c1ccccc1F	3%
CS(=O)(=O)N(CC(=O)Nc1ccc(Br)cc1)c1ccc(Cl)c(C(F)(F)F)c1	10%
COc1cc(CNc2ccc(F)c(Cl)c2)cc(OC)c1OC	6%
O=C1CC(N2CCOCC2)C(=O)N1c1ccc(F)cc1 (stereo not drawn)	12%
O=C(Nc1ccc(F)cc1F)c1cccs1	4%
O=C(c1ccccc1)c1ccc(N2CCOCC2)c(F)c1	0%
CCOC(=O)c1cn(CC)c2cc(N(C)CCc3ccc(OC)c(OC)c3)c(F)cc2c1=O	9%
CC1CCc2cc(F)ccc2N1C(=O)c1ccc(Cl)c(Cl)c1 (stereo not drawn)	13%
COCCNC(=O)c1cc2n(n1)C(C(F)(F)F)CC(c1ccc(Br)cc1)N2 (stereo not drawn)	2%
COC(=O)C1=C(C(=O)OC)SC(=C2C(=S)C(C)(C)N(C(=O)c3ccc(F)cc3)c3ccccc32)S1	28%
O=C(Nc1ccc(Cl)cc1)c1ccc(F)cc1	4%
